# TEAD-YAP inh = TEAD-YAP interaction inhibition; 640,000 tested, 1.4% active; inhibition, % at 9.12 µM; HEK-TIYL cells, TEAD-Gal4/YAP UAS-luciferase luminescence; in the data active = inhibition above about 32%;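 also: 0% = median of test compound wells and 100% = reference inhibitor wells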
# FBW7 act = human FBW7 E3 ligase activation, primary screen. AlphaScreen FBW7–phospho-cyclin E peptide binding, activator screen. normalized activity (activation), % at 26.1 µM. 650,000 tested, 0.13% active; in the data active = normalized activity above about 1.9%;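 also: purified mutant Fbw7 with reduced substrate affinity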
# MITF inh = blocks human microphthalmia-associated transcription factor; O75030; AlphaScreen MITF homodimerization, bead proximity signal; inhibition, % at 2.6 µM; 650,000 tested, 0.91% active; in the data active = inhibition above about 50%;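 also: 0% = vehicle wells with protein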
# Target sequence (O75030 whole entry, looked up): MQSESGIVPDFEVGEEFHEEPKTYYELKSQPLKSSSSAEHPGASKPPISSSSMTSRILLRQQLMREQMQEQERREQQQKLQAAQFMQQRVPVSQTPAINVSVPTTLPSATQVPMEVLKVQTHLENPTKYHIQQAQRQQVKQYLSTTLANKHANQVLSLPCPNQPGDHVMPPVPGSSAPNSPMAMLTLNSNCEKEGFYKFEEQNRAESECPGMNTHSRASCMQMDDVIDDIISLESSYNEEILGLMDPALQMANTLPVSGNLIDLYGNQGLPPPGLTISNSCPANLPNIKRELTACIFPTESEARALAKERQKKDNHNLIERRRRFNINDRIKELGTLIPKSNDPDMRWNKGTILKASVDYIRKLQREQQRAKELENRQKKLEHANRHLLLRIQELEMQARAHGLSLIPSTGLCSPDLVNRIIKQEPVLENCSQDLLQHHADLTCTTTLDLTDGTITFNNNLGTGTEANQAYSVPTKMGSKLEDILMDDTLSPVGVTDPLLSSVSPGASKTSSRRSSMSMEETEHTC
# GPR151 activ = human GPR151 activation. Q8TDV0. PathHunter beta-arrestin GPR151 cells, luminescence. activation, % at 11.2 µM. 650,000 tested, 1% active; in the data active = activation above about 4.9%;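 also: 0% = median of compound wells and 100% = cells with positive control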
# Target sequence (Q8TDV0 whole entry, looked up): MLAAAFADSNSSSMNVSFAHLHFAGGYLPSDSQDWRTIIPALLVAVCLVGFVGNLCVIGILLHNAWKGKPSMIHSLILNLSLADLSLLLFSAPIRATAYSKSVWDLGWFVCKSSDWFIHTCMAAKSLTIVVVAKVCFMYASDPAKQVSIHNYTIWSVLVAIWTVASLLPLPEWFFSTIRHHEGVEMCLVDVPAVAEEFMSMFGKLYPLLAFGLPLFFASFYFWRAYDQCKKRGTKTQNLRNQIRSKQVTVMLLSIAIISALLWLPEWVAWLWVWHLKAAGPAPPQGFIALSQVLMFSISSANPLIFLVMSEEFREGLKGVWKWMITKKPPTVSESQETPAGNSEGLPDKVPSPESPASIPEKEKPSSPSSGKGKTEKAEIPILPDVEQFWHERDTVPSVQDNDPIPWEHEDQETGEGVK
# The depositor's hits bear a star.
SMILES,TEAD-YAP inh,FBW7 act,MITF inh,GPR151 activ
Cc1ccccc1N1C(=O)NC(=O)/C(=C\c2cnc(-c3ccccc3)nc2)C1=O,10.6,0.1,14.8,0.0
COc1cc(C2Nc3ccc(C(=O)c4ccccc4)cc3NC3=C2C(=O)CC(c2ccccc2)C3)ccc1O (stereo not drawn),9.5,0.0,10.1,-0.4
CN(C)/C=c1\sc2c(C#N)cc(C(=O)c3ccc(Br)cc3)n2c1=O,-0.1,-0.1,-2.2,-0.2
COc1ccc(NC(=O)c2cc3nc(-c4ccc(OC)c(OC)c4)cc(C(F)(F)F)n3n2)cn1,4.8,0.5,2.1,-1.2
O=C(NCc1cccc(C(F)(F)F)c1)c1cccc(NCCN2CCOCC2)n1,12.1,-0.2,5.7,4.1
O=c1[nH]c2cc3c(cc2cc1C(c1nnnn1C1CCCCC1)N1CCCC1)OCO3 (stereo not drawn),-0.5,0.2,18.1,-1.6
COc1cc(OC)cc(Oc2ncc(-c3ccc(F)cc3)cn2)c1,-46.8,0.0,-9.5,-0.6
CCCCn1nnnc1NCc1cc(Cl)c(OC)c(OC)c1,1.9,0.1,7.3,1.9
Cc1ccc2nc(C(F)(F)F)c(C(=O)NCC(C)C)n2c1,-9.3,0.3,5.3,3.0
Cc1cc(C)c(C2N(c3ccccc3)CCN2c2ccccc2)c(C)c1,-24.7,-0.2,8.3,-0.4
Cc1nc2c3c(-c4ccccc4)nc(N4CCOCC4)nc3nn2c(C)c1CCC(=O)O,-4.6,0.8,24.6,-0.3
COc1ccc(C2(C)NC(=O)N(CCOc3ccccc3F)C2=O)cc1 (stereo not drawn),4.5,0.0,10.4,-2.1
Cc1cc(C)c2c(n1)nn1c(C)c(CCC(=O)Nc3ccc(Cl)cc3)c(C)nc21,7.7,-0.2,8.1,-0.3
CCOC(=O)c1c(NC(=O)CSc2nnc(CNC(=O)c3cccc(F)c3)n2-c2ccccc2OC)sc2c1CCC2,3.7,0.0,-1.4,0.5
Cc1ccccc1NCn1c(=O)oc2cc([N+](=O)[O-])ccc21,0.5,0.0,-2.4,1.3
COC(=O)c1ccc(OCCOCCN2CC(C)OC(C)C2)cc1 (stereo not drawn),9.6,0.0,51.5*,-0.2
CCOc1cc(C2c3c([nH][nH]c3=O)CC(C)(O)C2C(=O)OC)ccc1O (stereo not drawn),1.7,-0.1,6.0,1.3
Cc1ccc(-c2nc(-c3nonc3N)no2)cc1,-30.4,0.1,8.5,1.6
CCOC(=O)C1=C(C)Nc2nc(C)nn2C1c1cc(OC)ccc1OC (stereo not drawn),3.2,-0.2,-0.1,0.0
Cc1oc(C(C)(C)C)cc1C(=O)NC(CCC(=O)O)C(=O)O (stereo not drawn),-3.2,0.1,1.7,-0.7
Cc1cc(Br)ccc1NC(=O)CCCN1C(=S)NC(C)(C)CC1C (stereo not drawn),15.6,-0.3,-2.0,1.9
CN(C)c1ccc(C(CNC(=O)c2ccc([N+](=O)[O-])cc2Cl)N2CCOCC2)cc1 (stereo not drawn),9.3,0.3,8.8,0.8
CCC(CC)C(=O)Nc1cccc(C(=O)Nc2ccc(S(=O)(=O)N3CCCC3)cc2)c1,4.6,0.1,11.4,-2.0
NC(=O)c1ccc(NC(=O)CN2C(=O)NC3(CCCCCCC3)C2=O)cc1,3.3,0.1,7.3,-0.3
O=c1c2ccccc2nc(SCc2cccc(F)c2)n1C1CC1,-10.4,-0.1,-2.2,-0.6

# The list continues.
SMILES,TEAD-YAP inh,FBW7 act,MITF inh,GPR151 activ
Cc1cc(NC(=O)CC(C)C)n(-c2nc(-c3ccccc3)cs2)n1,-0.3,0.4,13.1,-0.8
Cn1c(/C(C#N)=C/c2ccc([N+](=O)[O-])cc2)nc2ccccc21,12.4,-0.2,1.2,-1.1
O=C(c1ccc(Cn2nnc3ccccc3c2=O)cc1)N1CCN(c2ccc(F)cc2)CC1,5.8,-0.1,8.0,0.5
O=C(OCCN1C(=O)CCC1=O)c1ccc(S(=O)(=O)N2CCCCC2)cc1,-1.0,-0.1,5.7,-0.6
COc1cccc(C(=O)N2c3ccccc3Sc3ccc(C(F)(F)F)cc32)c1,8.1,0.2,4.7,-0.5
CCOC(CNC(=O)c1ccc(CNS(=O)(=O)c2ccc(Br)cc2)cc1)OCC,-9.4,-0.1,-2.2,-0.8
N#Cc1cnn2c1[nH]c(=O)c1ccccc12,8.9,-0.1,4.9,0.8
Cc1cc[n+](CC(=O)C23CC4CC(CC(C4)C2)C3)c(N)c1,-25.6,-0.1,6.2,1.3
Cc1cc(C(=O)Nc2sc(C)c(C)c2C#N)c(C)o1,-8.8,0.1,-6.4,-1.2
COc1ccc(CN2CCN(CC3CC3)CC2CCO)c(C)c1C (stereo not drawn),-2.2,-0.1,-8.7,0.0
CC(=O)N1CCc2c(sc(NC(=O)c3ccc(Br)s3)c2C#N)C1,-4.4,0.1,-1.1,1.2
CC(C)NC(=O)CN1CCN(Cc2c(C(=O)N3CCCC3)nc3sccn23)CC1,-3.4,0.0,-1.3,0.6
O=C(COC(=O)Cn1cc(C(F)(F)F)ccc1=O)Nc1ccc(Cl)c([N+](=O)[O-])c1,5.8,0.1,-6.7,1.1
CC1CCCCN1C(=O)CN1C(=O)NC2(CCc3ccccc3C2)C1=O (stereo not drawn),-0.7,0.0,-6.1,-0.5
COc1cc(NC(=O)CSC2CCCC2)c2ncccc2c1,-7.5,-0.5,-4.7,2.1
CCn1c(=O)c2c(nc(SCC(=O)Nc3ccccc3Cl)n2C)n(C)c1=O,16.8,-0.1,1.1,-1.0
Oc1cc(Oc2ccccc2)ccc1Cl,-8.4,-0.1,2.0,-1.0
COc1ccc(N2C(=O)c3ccccc3NC2c2ccc(OC)c(OC)c2)cc1 (stereo not drawn),-25.8,0.5,3.4,-1.8
Cc1c(C(=O)NCc2cccnc2)oc2ccc3c(c12)C(=O)CC1(CCCC1)O3,39.9*,0.3,5.0,-0.3
CC(/C=C/c1ccco1)=N/NC(=O)c1ccc(Br)cc1,-0.2,0.4,-11.8,0.0
CCOC(=O)c1c(NC(=S)Nc2ccccc2)sc2c1CCN(C(=O)OCC)C2,-4.2,0.0,-6.1,-1.4
c1cc(-n2cnc3c(NC4CC4)nc(N4CCC(N5CCOCC5)CC4)nc32)cs1,45.8*,-0.1,10.2,-1.0
CCOc1ccccc1NC(=S)NC(=O)CC,-0.4,0.2,5.7,0.4
Cc1ccc(CCNC(=O)C2CC(=O)N(C3CCCCC3)C2)cc1 (stereo not drawn),8.4,1.0,12.9,-0.3
O=C(NCCOc1ccccc1F)Nc1ccc(Br)cc1,-16.4,-0.1,-2.5,0.4

# The list continues:
SMILES,TEAD-YAP inh,FBW7 act,MITF inh,GPR151 activ
CC(=O)O/N=C1\CCc2nonc2\C1=N/Nc1ccccc1,-0.5,0.7,0.8,2.2
COCCn1c(Cc2ccccc2)nnc1SCC(=O)Nc1ccc(C)cc1,4.3,0.1,2.4,-0.1
CCN(CC)CCCNC(=O)c1c(-c2c(Cl)cccc2Cl)noc1C,-6.6,-0.1,-3.0,0.0
O=C(OCC(=O)c1ccc(Br)cc1)C(=O)OCC(=O)c1ccc(Br)cc1,0.4,0.0,8.2,0.8
COc1cccc(C2CC(c3ccccc3)=NN2S(=O)(=O)c2ccc(C)cc2)c1OC (stereo not drawn),-0.2,-0.2,-7.3,-0.3
CCOC(=O)C(C)Oc1ccc2c(C)cc(=O)oc2c1C(=O)c1ccccc1 (stereo not drawn),-1.2,-0.1,15.9,-0.6
COc1ccc(Cn2nnc(C(=O)NCCc3ccc(Cl)cc3)c2N)cc1,2.8,0.4,15.4,0.5
CC(C)c1ccc(NC(=O)CSc2nc3[nH]ncc3c(=O)n2-c2cccc(Cl)c2)cc1,24.7,0.1,-10.5,3.5
COc1ccccc1NC(=O)N1CCC(C(=O)NC(c2ccccc2)c2ccccn2)CC1 (stereo not drawn),-3.1,0.4,3.9,1.2
O=C1CCCN1CCCNc1nc(-c2ccccc2)nc2c1ncn2CCN1CCCC1=O,4.0,0.1,9.8,-1.2
COc1ccc(-n2nc3c(c2NC(=O)Cc2ccc(F)cc2)CS(=O)(=O)C3)cc1,3.2,0.0,2.4,-1.8
COc1ccc(S(=O)(=O)N(C)C)cc1C,12.1,0.0,-1.3,0.1
C=CCNC(=O)/C(C#N)=C/c1c(Oc2ccc(Cl)cc2)nc2ccccn2c1=O,-12.2,0.4,2.7,-6.4
CCC(C)NC(=O)CCC(=O)N1CCOc2ccc(C)cc21 (stereo not drawn),8.1,0.2,8.6,0.3
Cc1ccc(-c2nnc(Nc3ccc(OCC(N)=O)cc3)c3ccccc23)cc1S(=O)(=O)NC(C)C,-0.3,0.0,6.8,-0.5
CN(Cc1c(F)cccc1Cl)C(=O)COc1cc(=O)n2ccccc2n1,-9.5,0.1,4.8,-1.3
CCOC(=O)C1(CCCc2ccccc2)CCN(C(=O)Cc2cccnc2)CC1,-12.0,0.0,3.5,1.0
Cc1cc(I)ccc1NC1=CC(=O)CC(C)(C)C1,-5.8,0.6,11.5,0.9
COc1cc([N+](=O)[O-])ccc1N/C=C/C(=O)c1ccc(C)o1,35.1*,-0.2,1.4,1.7
CCOC(=O)c1cnc(SC)nc1NC(=O)Nc1cccc(OC)c1,-0.8,0.1,5.2,-0.9
Oc1ccc(CCNc2cc(Nc3ccc(N4CCOCC4)cc3)ncn2)cc1,14.7,-0.1,11.7,-0.3
O=C(O)[C@H]1CCCC[C@H]1C(=O)NCCNC(=O)[C@@H]1CCCC[C@@H]1C(=O)O,6.9,0.2,-0.3,1.5
CCOC(=O)c1c(NC(=O)CSc2nnc(CNC(=O)c3cccc(OC)c3)n2-c2ccc([N+](=O)[O-])cc2)sc2c1CCCCC2,2.2,-0.1,4.0,-0.3
O=C1CCCN1Cc1n[nH]c(=S)n1CCCN1CCOCC1,-0.2,0.0,3.3,-1.5
Cc1ccnc(NS(=O)(=O)c2ccc(NC(=O)c3ccc(C#N)cc3)cc2)n1,-0.7,0.1,5.0,3.0

# Additional results.
SMILES,TEAD-YAP inh,FBW7 act,MITF inh,GPR151 activ
CCOC(=O)C1=C(C)N=c2s/c(=C\c3ccc(OC)c(Br)c3)c(=O)n2C1c1ccc(N(C)C)cc1 (stereo not drawn),-2.8,-0.2,-8.0,-0.5
CC(C)C(=O)NCCc1nnc2n1CCN(C(=O)COc1ccc(Cl)cc1)CC2,-6.5,0.0,2.2,-0.2
CC(C)(C)c1nc2ccccc2c2nn(CC(N)=O)c(=O)n12,-2.7,0.2,-6.3,-0.2
Cc1ccc(NC(=O)c2ccc(Cl)cc2)cc1C,-18.6,0.1,8.1,0.1
CCc1ccc(N2CC(C(=O)Nc3ccc([N+](=O)[O-])cc3)CC2=O)cc1 (stereo not drawn),5.9,-0.2,3.7,2.7
CCOc1ccc(NC(=O)CN2C(=O)NC(c3ccccc3)(c3ccccc3)C2=O)cc1,6.2,-0.1,-1.4,0.1
O=C1NC(=S)S/C1=C1\C(=O)N(Cc2ccccc2)c2ccccc21,11.5,0.4,26.4,-1.7
O=C(NC(C(=O)O)c1ccccc1)NC12CC3CC(CC(C3)C1)C2 (stereo not drawn),2.9,-0.2,1.1,0.4
COc1ccc(C2(O)CCN(C(=O)NC3CCCCC3)CC2)cc1,-21.5,0.9,-0.2,1.6
COc1ccc(/C=C/C(=O)n2cnc3ccccc32)cc1,-2.4,0.2,-7.7,0.2
Cc1cccc(NC(=O)C(Cc2c[nH]c3ccccc23)NC(=O)OCc2ccccc2)c1C (stereo not drawn),10.0,-0.1,10.2,1.6
CCC(C)(C)c1ccc(OCC(O)CN2CCN(C(C)=O)CC2)c(C(C)(C)CC)c1 (stereo not drawn),6.2,0.1,-7.0,0.0
Cc1csc(CNC(=O)CC2C(=O)NCCN2Cc2ccc(F)cc2Cl)n1 (stereo not drawn),-1.6,-0.1,-3.3,3.9
O=C(NCc1cccs1)c1ccc2c(c1)N(Cc1cccc(Cl)c1)C(=O)CS2,3.9,1.0,7.8,-0.1
CC(=O)N1CCCN(C(=O)c2ncoc2-c2ccc(F)cc2)CC1,5.4,0.7,22.9,-1.4
COc1ccccc1NC1SC(=O)N(Cc2cccc(C(=O)O)c2)C1=O (stereo not drawn),-0.8,0.1,6.4,-1.2
COc1ccc(C(Sc2ccc(Cl)cc2)C2CCc3ccccc3C2=O)cc1OC (stereo not drawn),1.8,0.1,-3.2,1.4

# Assay outcomes from PubChem BioAssay.
